High-throughput results deposited in PubChem by Small Molecule Screening Facility, UW Madison.
SSB-PriA inh: blocks PriA binding to SSB C-terminal tail. AID 1272365. hit rate 0.6% among 430,000. inhibition, % at 33 µM. AlphaScreen SSBct-PriA binding, biotinylated peptide; in the data active = inhibition mostly above about 37%, no sharp cut-off; inactive = mostly below about 20%;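 also: plate controls were negative control peptide for no effect and reference peptide for full effect; strong numbers were not always called active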
Active calls of the source: *; & = joins results of further samples. Some of the compounds tested (hit frequency here may not be typical).

molecule	SSB-PriA inh
O=C(NCC(c1ccsc1)N1CCc2ccccc2C1)C(=O)Nc1ccc(F)cc1 (stereo not drawn)	0
COc1ccccc1NC(=O)CN1C(=O)CC(C)Sc2ccccc21 (stereo not drawn)	-4&0
CC(C)(C)c1csc(NC(=O)C2CCCN(S(C)(=O)=O)C2)n1 (stereo not drawn)	-14
COc1cccc(CCNC(=O)c2cn(C)cc3c(=O)n(-c4ccccc4)nc2-3)c1	7
O=C(NCCN1CCN(c2ccc(F)cc2)CC1)c1ccc(Br)o1	-9
CC(C)(C)c1ccc(NC(=O)CN2C(=O)COc3ccccc32)cc1	32
ON=Cc1cc(Br)ccc1OCc1ccc(F)cc1	-21
C=CCc1ccccc1OCCSc1nc2ccccc2n1CC(=O)N1CCOCC1	-12
Cc1nn(C2CCS(=O)(=O)C2)c2nc(-c3ccccc3)cc(C(=O)NCc3cccnc3)c12 (stereo not drawn)	14
CCOC(=O)c1ccc(Nc2nc(Nc3ccc(Cl)cc3C)c3nccnc3n2)cc1	-8&-7
CN(C)CCN(C(=O)C1COc2ccccc2O1)c1nc2cc3c(cc2s1)OCCO3 (stereo not drawn)	-4
COCCCNC(=O)COc1ccc([N+](=O)[O-])cc1	-10
CC(C)CC(=O)NCCc1ccc2c(c1)CCCN2C	-3
COc1cc(C)c(Br)cc1S(=O)(=O)NCC1CCCO1 (stereo not drawn)	-12
Cc1c(C(=O)O)cccc1-c1ccc(C=Nn2cnnc2)o1	-9
O=S(=O)(c1cc(Br)ccc1Br)N1CCN(C(c2ccccc2)c2ccccc2)CC1	3
O=C(NN=Cc1c(O)n(CCc2ccccc2)c(=O)[nH]c1=O)c1ccccc1O	-2
Cc1nn(CC(=O)c2cccc(S(=O)(=O)N3CCOCC3)c2)c(=O)c2c1cnn2C(C)(C)C	4&5
NC(=O)c1ccc[n+](CCN2C(=O)c3ccccc3C2=O)c1	5
O=C(NCc1ccnc(-c2cccs2)c1)C1(c2ccccc2)CCOCC1	-11
CCOc1cc(C=NNC(=O)c2cccnc2)ccc1O	-4
O=C(NN=Cc1c(O)n(Cc2ccco2)c(=O)[nH]c1=O)c1ccccc1	-8
O=C(CCc1ccc(C(F)(F)F)cc1)NC[C@]1(O)CCc2ccccc21	-15
O=C(CS(=O)(=O)c1cn(Cc2ccc(Cl)cc2)c2ccccc12)N1CCCc2ccccc21	5&6
Cn1cc(S(=O)(=O)N(Cc2ccsc2)Cc2ccco2)cn1	-24
COc1ccc(C2CC(c3c(-c4ccccc4)c4cc(Cl)ccc4[nH]c3=O)=NN2C(=O)CCC(=O)O)cc1OC (stereo not drawn)	-10
Nc1nc(N2CCCC2)ncc1S(=O)(=O)c1cccs1	6
O=C(CCS(=O)(=O)c1ccccc1)NCCc1nc2c(c(C(F)(F)F)n1)CCCC2	-20
COC(=O)CSCC(=O)N1N=C(c2ccc(Br)cc2)CC1c1cccc(OC)c1OC (stereo not drawn)	-8
C=CCn1c(SCC(=O)c2ccc3c(c2)OCCO3)nc2sc3c(c2c1=O)CCC3	-5

A few values from above:
For SSB-PriA inh, O=C(NN=Cc1c(O)n(Cc2ccco2)c(=O)[nH]c1=O)c1ccccc1 has the entry -8
For SSB-PriA inh, CC(C)CC(=O)NCCc1ccc2c(c1)CCCN2C has the entry -3

The listing continues:
molecule	SSB-PriA inh
CC(=NNC(=O)c1nnn(-c2nonc2N)c1CSc1ccccc1)c1ccco1	-15
CCCn1c(SCC(=O)Nc2cc(Cl)ccc2OC)nc2c(-c3ccccc3)cn(C)c2c1=O	-1
Cc1oc(-c2ccc(Cl)cc2)cc1C(=O)Nc1ccc(S(N)(=O)=O)cc1	-10
O=C(CSc1ncnc2c1oc1ccccc12)NCc1ccccc1	-19&-2
Cn1nc(-c2ccccc2)cc1C(=O)NCCn1nc(C(F)(F)F)n(C)c1=O	2
COc1ccc(CCS(=O)(=O)N2CCOC(c3ccccc3)C2)cc1 (stereo not drawn)	0
O=C(NCc1ccccn1)c1cccc(-n2ccc3ccccc32)c1	-6
CN1CCN(C(CNC(=O)c2ccc(Br)cc2)c2ccc(N(C)C)cc2)CC1 (stereo not drawn)	18
COc1ccc2c(c1)CNC2=O	-1
Cc1ccc(S(=O)(=O)NCC(c2ccco2)S(=O)(=O)c2ccc(F)cc2)cc1 (stereo not drawn)	-8
Cc1ccc(S(=O)(=O)NCCOc2ccccc2)c(C)c1	-25
O=C1CC2(CCN(C(=O)c3ccc4nsnc4c3)C2)Oc2ccccc21 (stereo not drawn)	-18
CC(Oc1ccccc1F)C(=O)N1CCN(c2ccc3nnc(-c4ccco4)n3n2)CC1 (stereo not drawn)	4
CC(C)(C)c1ccc(OCc2nc3ccccc3n2CCCOc2ccc(Cl)cc2)cc1	-25
CN(C)CCN(C(=O)C1CCCCC1)c1nc2ccc(Br)cc2s1	-19
COc1ccc(-c2ccc(=O)n(CCCNC(=O)C3CCCC3)n2)cc1	-16&-2
CSc1ccc(-c2noc(CSc3nc4ccccc4c(=O)n3Cc3cccs3)n2)cc1	-4&-3
COc1ccc(C=NNC(=O)c2nn(-c3ccc(Cl)cc3)c(=O)c3c(N)scc23)cc1	4
Cn1cccc1CN(Cc1cccs1)C(=O)c1cnccn1	-4
CCS(=O)(=O)N1CCc2ccc(NC(=O)c3ccc(OC)c(OC)c3)cc2C1	-17
Cc1cc(C(=O)NN=Cc2ccc(COc3ccc([N+](=O)[O-])cc3)o2)ccc1[N+](=O)[O-]	-8
Cn1cccc1[C@@H](O)CCNS(=O)(=O)c1cccnc1	-3
Cc1ccc(N=NC(=CO)C(=O)c2ccc(Cl)cc2)cc1	-6
Cc1c(C)n2c3c(=O)n(C)c(=O)n(C)c3nc2n1CCC(c1ccccc1)c1ccccc1	-8
COC(=O)c1c(NC(=O)c2cc(-c3cccs3)nc3ccccc23)sc(Cc2ccc3c(c2)OCO3)c1C	-9
O=C(CN1CCN(c2nccn2-c2ccccc2F)CC1)N1CCc2ccccc21	44*
Cn1cc(C(=O)NCCc2c[nH]c3ccccc23)c2nn(-c3ccccc3)c(=O)c-2c1	-2
COc1cc(C=NN=C(N)c2nonc2N)cc(Br)c1OCc1ccccc1C	14
O=C(CSc1nnc(CCc2nc3ccccc3[nH]2)o1)Nc1ccc(F)c(C(F)(F)F)c1	-14
Cn1cc(S(=O)(=O)Nc2nc3ccccc3nc2N2CCCc3ccccc32)cn1	-22

Brought forward from above: three entries; new compounds follow.
molecule	SSB-PriA inh
COc1cc(C=NN=C(N)c2nonc2N)cc(Br)c1OCc1ccccc1C	14
O=C(CSc1nnc(CCc2nc3ccccc3[nH]2)o1)Nc1ccc(F)c(C(F)(F)F)c1	-14
Cn1cc(S(=O)(=O)Nc2nc3ccccc3nc2N2CCCc3ccccc32)cn1	-22
Cc1cc(O)c(C(c2ccccn2)N2CCN(c3ccccn3)CC2)c(=O)n1Cc1ccco1 (stereo not drawn)	21
O=C(NN=Cc1c[nH]c2ccccc12)C1CC1(c1ccccc1)c1ccccc1 (stereo not drawn)	0
Cc1ccc(N2C[C@@H](CNC(=O)Nc3cccc(C(F)(F)F)c3)CC2=O)cc1	-6
O=C(Cc1cc(-c2ccco2)on1)NCCC1=CCCCC1	-7
CC(=O)N1CCc2cc(-c3ccncc3)ccc21	-3
CC(C)S(=O)(=O)c1cccc(C(=O)Nc2ccc(Cl)c3ncsc23)c1	-3
COc1ccc(-n2c(SCC(=O)c3ccccc3)nc3c(c2=O)S[C@@H](C)C3)cc1	-8
O=C(NCCC1=CCCCC1)C(=O)Nc1ccc2c(c1)CCCN2C(=O)c1cccs1	12
NCCc1csc2nc(-c3cccs3)nn12	14
COC(=O)c1ccc(COc2ccccc2C=NNc2cccc(C(=O)O)c2)cc1	10
O=C(c1cc2ccccc2oc1=O)N1CCN(S(=O)(=O)c2cc3c4c(c2)CCN4C(=O)CC3)CC1	5
OCc1nc2ccccc2n1CCOc1ccccc1Cl	-7
CC(C)CNC(=O)C(=O)Nc1ccc(N2CCCS2(=O)=O)cc1	-3
COc1cccc(C(=O)NN=Cc2ccc(OC)c(COc3ccccc3C(N)=O)c2)c1	-1
C[C@](O)(CNC(=O)C(=O)Nc1cccc(C(F)(F)F)c1)c1ccc(-c2ccccc2)cc1	-11
COc1ccc(NC(=O)COc2cc(-c3ccc(OC)cc3)nc3ccccc23)cc1	-9
O=S(=O)(c1ccc(C2CCCCC2)cc1)N1CCN(Cc2ccc3c(c2)OCO3)CC1	-3&-1
COc1ccc(-c2onc(C)c2-c2ccc(Cl)cc2)c(O)c1	23
CCCCNC(=O)CCCCC(=O)NN=Cc1cccc(Cl)c1	-12
COc1cc(OC)cc(C(=O)NCC(=O)N2CCOC(c3ccccc3)C2)c1 (stereo not drawn)	0

3 structures from above, sorted by molar mass, falling:
molecule	SSB-PriA inh
C[C@](O)(CNC(=O)C(=O)Nc1cccc(C(F)(F)F)c1)c1ccc(-c2ccccc2)cc1	-11
COc1cc(OC)cc(C(=O)NCC(=O)N2CCOC(c3ccccc3)C2)c1 (stereo not drawn)	0
CCCCNC(=O)CCCCC(=O)NN=Cc1cccc(Cl)c1	-12

(cont.)
molecule	SSB-PriA inh
COC(=O)c1ccc(CON=Cc2ccc(OC)cc2OC)cc1	4
Cc1ccc(-c2c(C(=O)NN=Cc3ccc(OC(C)C)cc3)nnn2-c2nonc2N)cc1	-5
Cc1ccccc1Cn1nc(-c2ccco2)ccc1=O	8
O=C(Cn1cnc2c(nnn2Cc2ccc(Cl)cc2)c1=O)NCc1ccc2c(c1)OCO2	0
Cc1[nH]c2ccccc2c1C(Nc1ccccn1)c1cccc([N+](=O)[O-])c1 (stereo not drawn)	56
Cn1c(C(C#N)=C(O)c2cccc(Oc3ccccc3)c2)nc2ccccc21	-9
COc1cc(Cl)cc2c1OCC(=O)N(c1ccc(S(C)(=O)=O)cc1)C2	15
O=C(c1cc2ccccc2o1)N1CCC(n2ccnn2)CC1	3
COc1ccc(-c2cc(C3CC3)nc(SCC(=O)c3ccc(Br)cc3)c2C#N)cc1	11
Cc1cnc(NC(=O)[C@@H]2CSCCC(=O)N2)s1	-8
CC(Cc1ccccc1)=NNC(=O)CNC(=O)/C=C\c1ccccc1	-6
CC(=O)Nc1ccc2c(c1)sc(=NC(=O)c1ccc(Br)s1)n2C	-11
O=C(CSc1ccc(N2CCCC(C(=O)NC3CC3)C2)nn1)Nc1cccc(Br)c1 (stereo not drawn)	-13
O=C(NCCN1CCN(c2ccccc2F)CC1)C1(c2ccccc2)CCOCC1	-8
O=C(NCC(O)(c1ccco1)C1CC1)C1c2ccccc2Oc2ccccc21 (stereo not drawn)	-25
O=C(CSc1nc(=O)n(CCCO)c2c1CCCC2)NC1CCCC1	-7
C=CCNC(=S)N=c1scc(C)n1C	-23
Cc1ccc(S(=O)(=O)N(CC(=O)NCc2ccc3c(c2)OCO3)C(=O)N2CCN(C)CC2)cc1	-3
COc1cc2nc(Nc3nc4ccc5sc(C)nc5c4s3)sc2cc1OC	7
Cc1ccc(NC(=S)NN=C2CCCCc3ccccc32)cc1	2
CCn1ccc(C(=O)Nc2sccc2C(N)=O)n1	7
COc1cccc(CNC(=O)CSc2ncnc3c(-c4ccccc4)c[nH]c23)c1OC	13
COc1cccc2c1CCNC2=O	5
CCNC(=O)NC[C@](CC)(OC)c1ccccc1	-7
O=C(C1c2ccccc2Oc2ccccc21)N(C(=O)N1CCCCC1)c1ccccc1	5
Cc1ccc(-n2ccn(Cc3cccc(F)c3)c(=O)c2=O)cc1F	-4
CC1=NN(C(=Nc2nnc(C)s2)Nc2ccc(C(C)(C)C)cc2)[C@H](c2ccc(C)cc2)S1	18
COc1nn(C)cc1C(=O)NCCn1nc(C(F)(F)F)cc1C1CC1	0
O=C(c1cc2ccccc2oc1=O)N1CCC2(CC1)NC(=O)N(Cc1ccccc1)C2=O	8
Cc1cc(C)nc(N=C(N)Nc2ccc(C(C)C)cc2)n1	-5
O=S(=O)(c1ccc(F)cc1)C1CCCN(S(=O)(=O)c2cccs2)C1 (stereo not drawn)	-9
COc1ccc(C(=O)Nc2cc(C)nn2-c2nc(-c3cccs3)cs2)cc1OC	13
COc1ccc(OC)c2sc(N(Cc3ccccn3)C(=O)c3ccnn3C)nc12	-2
Cc1ccc(NC(=O)Nc2ccc(N3CCOCC3)cc2)cc1	1
CCCCCCC(=O)NN=C1CCCc2ccccc21	-6
Cc1ccc(-c2ccc(=O)n(CCCC(=O)Nc3nc(C)cs3)n2)cc1	-4
COc1ccc(OC)c(C=NNc2nccs2)c1	6
Cc1[nH]c(=O)[nH]c(=O)c1CCc1nnc(SCC(=O)C(C)(C)C)o1	-5
COc1cccc([C@H](CNC(=O)c2cccc(Cl)c2)N2CCOCC2)c1	-14
Cc1nc(SCC(=O)Nc2ccc(Cl)cc2C(F)(F)F)[nH]c(=O)c1Cc1ccccc1	2
Cc1csc(CN2CCN(C(=O)/C=C/c3ccc4c(c3)OCO4)CC2)n1	-2
Cc1noc(C)c1CN1CCN(C(=O)C(C)Oc2ccccc2)CC1 (stereo not drawn)	0
Cc1noc(C)c1CCC(=O)N1CCS[C@H](c2ccccc2Cl)CC1	-1
COc1ccc(S(=O)(=O)N2CCC(C(=O)Nc3c4c(nn3-c3ccccc3)CCC4)CC2)cc1	-5
CCCN1C(=O)C(C)(C)COc2cc(NS(=O)(=O)c3ccc(OCC)c(F)c3)ccc21	-11
COc1cc(NC(=O)CSc2ccc(N3CCOCC3)nn2)cc(OC)c1	-9
CCOC(=O)NCC[C@H](O)C1CC1	-8
O=C(CCc1csc(NS(=O)(=O)c2ccccc2)n1)N1CCc2ccccc2C1	-2
CCOc1ccccc1-n1ccn(Cc2nc(-c3ccc(C)c(C)c3)no2)c(=O)c1=O	6
Cn1nc(CNC(=O)NCc2cccs2)cc1-c1ccccn1	-7
